HCV core dimer = blocks dimerization of HCV core protein. TR-FRET GST/Flag-core106 dimerization, 1536-well. inhibition, % at 5 µM. actives 0.33% (n = 300,000). AID 1899;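 active = inhibition above the mean of all tested compounds plus 3 SD, set per screening campaign, cut at about 45% in these data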
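test system = GST/Flag-tagged HCV core106 proteins | probe or stimulus = Eu donor and XL665 acceptor anti-tag antibodies | times = compound-protein-antibody incubation 4 h at 22.5 °C | signal = TR-FRET, excitation 340 nm, emission 617 and 671 nm | measure = percent inhibition of core106 dimerization signal | controls = wells lacking GST-core106 and wells with excess unlabelled core106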
JMJD2C inh = blocks human GASC-1 demethylase activity; GST-JMJD2C(1-420) H3K9me3 demethylation, DELFIA europium; inhibition, % at 2.35 µM; AID 2099; actives 0.069% (n = 330,000); Q9H3R0;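 active = more than half of a compound's replicate wells show inhibition beyond 50%, single wells judged on their own value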;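 also: signal counts dimethyl H3K9 product captured on neutravidin plate; 0% = median of DMSO wells and 100% = 0.3 times that DMSO median; strong numbers were not always called active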
ZTA counter = counter-screen for EBNA-1 inhibitors: inhibitors of Epstein-Barr virus ZTA | P03206 | ZTA-DNA binding, fluorescence polarization | inhibition, % at 11 µM | actives 0.15% (n = 320,000); in the data active = inhibition above about 33%
Target sequence (P03206 whole entry, looked up): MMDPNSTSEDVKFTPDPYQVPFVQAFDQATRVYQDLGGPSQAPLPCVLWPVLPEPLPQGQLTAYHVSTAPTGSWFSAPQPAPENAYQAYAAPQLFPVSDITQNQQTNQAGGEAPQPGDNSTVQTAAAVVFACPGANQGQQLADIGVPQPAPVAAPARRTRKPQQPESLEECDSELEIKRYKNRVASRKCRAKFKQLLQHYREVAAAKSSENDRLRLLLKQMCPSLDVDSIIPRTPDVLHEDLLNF
Fh CTSL1 inh = blocks F. hepatica cathepsin L1 in PFM18AAP counter-screen | recombinant F. hepatica cathepsin L1, Z-Leu-Arg-MCA fluorescence | inhibition, % at 5.96 µM | actives 0.49% (n = 300,000) | AID 1906;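 active = inhibition above the mean of all tested compounds plus 3 SD, set per screening campaign, cut at about 17% in these data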;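 also: 0% = plate median of test compound wells and 100% = 1 µM Z-Phe-Ala-diazomethylketone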
PP1 counter = PP1-alpha (human) inhibition in PP5 counter-screen; P62136; purified PP1alpha, OMFP fluorescence; inhibition, % at 6.7 µM; actives 0.9% (n = 320,000);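 active = inhibition above the mean inhibition of all tested compounds plus 3 SD, computed separately for each screening campaign, cut at about 15% in these data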
CR mimetic SO = caloric restriction mimetics inhibiting age-related superoxide in yeast. S. cerevisiae aged cells, superoxide DHE fluorescence; stronger effect = lower value. superoxide response (% of plate mean), % at 10 µM. actives 0.18% (n = 330,000). AID 2690;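 active = superoxide response under a set limit, about three screen SD below normal, cut at about 65% in these data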;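 also: yeast aged for seven days with compound at 30 °C before DHE staining; 100% = average MFI of all compound-treated wells on the plate with controls excluded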
PP5 inh = inhibitors of human protein phosphatase 5 (PP5). P53041. purified PP5c, OMFP substrate fluorescence. inhibition, % at 6.7 µM. actives 0.18% (n = 320,000). AID 1987;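 active = inhibition above the campaign's mean inhibition across all tested compounds plus 3 SD, cut at about 9.5% in these data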;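 also: 0% = DMSO only and 100% = 100 µM cantharidin control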
Target sequence (P53041 whole entry, looked up): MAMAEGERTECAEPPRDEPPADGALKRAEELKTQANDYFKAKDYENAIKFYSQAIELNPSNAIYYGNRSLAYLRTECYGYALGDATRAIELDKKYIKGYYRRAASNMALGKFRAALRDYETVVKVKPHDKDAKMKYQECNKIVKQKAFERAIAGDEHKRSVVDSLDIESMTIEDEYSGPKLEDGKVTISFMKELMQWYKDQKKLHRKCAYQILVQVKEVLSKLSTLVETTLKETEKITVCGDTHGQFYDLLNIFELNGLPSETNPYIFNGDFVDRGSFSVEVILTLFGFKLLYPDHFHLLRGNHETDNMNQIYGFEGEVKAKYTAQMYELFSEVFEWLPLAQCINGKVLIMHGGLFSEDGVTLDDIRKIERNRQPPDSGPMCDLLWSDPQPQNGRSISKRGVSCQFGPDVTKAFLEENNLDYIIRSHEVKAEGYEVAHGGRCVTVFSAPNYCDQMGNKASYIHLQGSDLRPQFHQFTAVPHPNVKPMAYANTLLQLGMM
TPT1 inhibitor = C. albicans TPT1 enzyme inhibition. recombinant caTPT1, FP RNA substrate dephosphorylation. inhibition, % at 5 µM. actives 0.81% (n = 300,000). AID 1962;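 active = inhibition above the mean of all tested compounds plus 3 SD, set per screening campaign, cut at about 24% in these data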;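 also: plate controls were DMSO alone for no effect and ferristatin control at 100 nM for full effect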
EBNA-1 inh = blocks EBNA-1 binding to DNA; EBNA-1 DNA binding, fluorescence polarization; inhibition, % at 14.8 µM; actives 0.34% (n = 300,000); AID 1950; in the data active = inhibition above about 28%
The depositor's hits bear a star; . = no result given.

Results follow in this order: HCV core dimer, JMJD2C inh, ZTA counter, Fh CTSL1 inh, PP1 counter, CR mimetic SO, PP5 inh, TPT1 inhibitor, EBNA-1 inh
CN1CCN(Cc2cn(C)c3ccccc23)CC1CCO (stereo unspecified)
→ -8, -8, -13, -3, 1, 102, 1.9, 1, 1
COC(=O)C1=C(c2ccccc2OCc2ccccc2)C[C@@H]2CC[C@H]1N2C(=O)NCc1ccc(C(F)(F)F)cc1
→ ., 3, 23, ., 4, 95, 0.9, ., .
COC(=O)c1ccccc1OP(=O)(c1cccc([N+](=O)[O-])c1)c1cccc([N+](=O)[O-])c1
→ 1, -2, 12, 2, 1, 117, -0.3, -2, 9
Cc1c(C(c2ccc(O)cc2)c2c(O)c3ccccc3oc2=O)c(=O)n(-c2ccccc2)n1C (stereo unspecified)
→ -1, 0, 4, 0, 0, 95, -2.5, -2, 6
Cc1ccc(OCC(=O)N2CCN(Cc3ccc4c(c3)OCO4)CC2)cc1
→ 2, -9, -3, 4, 0, 124, 0.9, -4, 6
CCS(=O)(=O)NCc1nnc2n1-c1ccc(Br)cc1C(c1ccccc1Cl)=NC2
→ -2, -3, -1, -3, -4, 112, -1.6, -1, 1
COc1ccccc1C(=O)Nc1ccc2c(c1)CC1(C(=O)N(C)C(=O)N(C)C1=O)C1CCCN21 (stereo unspecified)
→ 35, 2, 16, -1, 10, 105, -0.4, 15, 5
Cn1c(=O)[nH]c2nncnc2c1=O
→ -3, 3, 7, 3, -3, 60*, -0.6, -4, 7
COc1ccc(NC2=NCCCS2)cc1OC
→ -4, -25, -2, -2, -8, 82, -0.3, -3, 0
N#C/C=C/C#N
→ ., 11, 6, ., -3, 97, 0.3, ., .
Clc1ccc(CO/N=C(\Cn2ccnc2)c2ccc(Cl)cc2Cl)c(Cl)c1
→ 13, -2, -10, 2, 33*, 88, 3.9, -4, 0
NC1C2CN3CCN(C2)CC1(c1ccccc1)C3 (stereo unspecified)
→ -5, 2, -8, -3, -1, 93, -1.4, -3, 4
Cc1oc(C(=O)Nc2ccc(O)cc2)cc1COc1ccccc1
→ 9, 5, 1, 2, 0, 97, 0.0, 1, 6
CN1CCCC(C(O)(c2ccccc2)c2ccccc2)C1 (stereo unspecified)
→ 0, 3, 4, -1, -2, 88, -0.7, 2, 5
COC(=O)[C@@H]1C[C@@]1(C)[C@@H](NP(=O)(c1ccccc1)c1ccccc1)c1ccccc1
→ -2, 10, 0, -5, -2, 94, 3.2, 2, 0

The last three compounds of the part above are carried over, then new ones follow.
Results follow in this order: HCV core dimer, JMJD2C inh, ZTA counter, Fh CTSL1 inh, PP1 counter, CR mimetic SO, PP5 inh, TPT1 inhibitor, EBNA-1 inh
Cc1oc(C(=O)Nc2ccc(O)cc2)cc1COc1ccccc1
→ 9, 5, 1, 2, 0, 97, 0.0, 1, 6
CN1CCCC(C(O)(c2ccccc2)c2ccccc2)C1 (stereo unspecified)
→ 0, 3, 4, -1, -2, 88, -0.7, 2, 5
COC(=O)[C@@H]1C[C@@]1(C)[C@@H](NP(=O)(c1ccccc1)c1ccccc1)c1ccccc1
→ -2, 10, 0, -5, -2, 94, 3.2, 2, 0
COc1cccc(-n2c(-c3ccoc3)nc3ccccc3c2=O)c1
→ -8, -4, 1, 1, -2, 94, 1.2, -1, 7
CCN(CC)c1ccc(/C=C2\C(=O)NC(=S)N(c3ccc(OC)cc3OC)C2=O)o1
→ 0, 26, 6, 2, 4, 106, 3.7, 141*, -2
COC(=O)C1=C(c2ccccc2OCc2ccccc2)C[C@@H]2CC[C@H]1N2C(=O)NCCCOC(C)C
→ ., -3, -12, ., 1, 108, 4.2, ., .
CCOc1ccccc1CNCCc1ccc2c(c1)OCO2
→ 0, -6, -2, -1, 1, 102, 1.8, 0, -3
CCCn1c(C)c(C(=O)c2cccc3ccccc23)c2ccccc21
→ 9, 10, 16, 7, 0, 93, 2.6, 3, -1
CCOC(=O)c1c(NC(=O)c2c(N)n(CCCOC)c3nc4ccccc4nc23)sc2c1CCCC2
→ 1, -2, -12, -3, -3, 102, 1.5, 5, -5
CSc1ncc(CN2CCCC(C(=O)c3sccc3C)C2)cn1 (stereo unspecified)
→ 2, 48, -4, 0, 2, 82, -1.6, -1, 3
Cc1c(Br)c(=O)oc2cc(OCC(=O)N3C[C@H]4C[C@@H](C3)c3cccc(=O)n3C4)ccc12
→ 8, -7, -2, 0, 15, 98, 0.2, -1, -6
CCOCC(=O)NC1CCSC1=O (stereo unspecified)
→ -5, -2, 9, 0, -3, 113, 1.8, -6, 0
COc1cccc(N=Nc2c(O)[nH]c(=S)[nH]c2=O)c1
→ -8, 21, -5, 9, -3, 108, -1.7, 15, 1
C[C@@]1(CO)[C@H](O)CC[C@@]2(C)[C@H]1CC[C@H]1C[C@@H]3C[C@@]12CC[C@]3(O)CO
→ -11, -14, -20, 6, -1, 113, 1.1, -5, 4
CC(Cc1ccccc1)NC(=O)CCCCC(=O)NC(C)Cc1ccccc1 (stereo unspecified)
→ -8, 4, -25, -4, 0, 107, 8.3, -2, -3
COc1ccc(Cl)cc1C(=O)C1CCCN(CCO)C1 (stereo unspecified)
→ -12, 15, -12, 3, 1, 68, 0.6, -3, 13
CC(=NCC1CCCO1)c1c(O)n(-c2ccccc2)c(=O)[nH]c1=O (stereo unspecified)
→ -4, 3, 3, 0, -3, 101, 2.4, 0, 2
C=CCC1(CN2CCCCCC2=O)C(=O)NC(=O)NC1=O
→ -7, -6, -12, -1, 0, 106, 0.7, 0, 3
COc1ccccc1OP(=O)(Nc1ccc(Br)cc1)Oc1ccccc1OC
→ -2, -2, -21, -1, 5, 96, 7.3, 3, 3
COc1ccc(OC)c(-n2c(O)c(C=Nc3c(C)n(C)n(-c4ccccc4)c3=O)c(=O)[nH]c2=S)c1
→ 0, -2, 13, 0, -4, 101, -0.1, 12, 3
COC(=O)C1=C(c2ccccc2OCc2ccccc2)C[C@@H]2CC[C@H]1N2C(=O)NCCc1ccc(F)cc1
→ ., 0, 13, ., 7, 96, 3.1, ., .
Cc1ccccc1C(=O)NC(Oc1ccccc1)C(Cl)(Cl)Cl (stereo unspecified)
→ 4, 1, 0, 1, -6, 115, -0.1, -3, 3
O=C(c1cccnc1)c1cc2ccccc2[nH]1
→ 3, -4, 3, 2, 2, 122, 4.2, -1, -6
CCOC(=O)c1c(C)n(Cc2ccccc2)c2ccc(O)cc12
→ 6, -1, 5, 2, 6, 98, 5.7, 0, 0
O=[N+]([O-])c1ccc(N2CCCCCC2)c2nonc12
→ -16, 6, -8, 9, 3, 106, -11, -18, -10
CN(C)C(=O)Oc1ccc(-c2cn3cc(Cl)ccc3n2)cc1
→ 6, 3, -2, 2, 1, 112, 1.9, -4, -4
COC(=O)C1=C(c2ccc(F)cc2OCc2ccccc2)C[C@@H]2CC[C@H]1N2C(=O)NCc1ccc(N(C)C)cc1
→ ., -7, 4, ., 3, 111, 3.9, ., .
COC(=O)C1=C(c2ccc(F)cc2OCc2ccccc2)C[C@@H]2CC[C@H]1N2C(=O)N1CCCCC1
→ ., -2, 7, ., 0, 105, 2.8, ., .
COC(=O)N(c1ccccc1)P1(=S)OCCO1
→ -5, 23, -29, -2, 1, 101, 4.1, 4, -8
C=C(C)Cn1c(=O)n(CC2CS2)c2ccccc21 (stereo unspecified)
→ -1, 6, 8, -1, -4, 98, 0.8, 3, 1
Cc1ccc(N=Cc2c(O)n(C)c(=O)n(C)c2=O)cc1
→ -9, -3, -30, 0, 9, 100, -3.4, -4, -18
c1ccc(C2CC3CC(c4ccco4)N2O3)cc1 (stereo unspecified)
→ 17, 19, 8, 1, 2, 97, 0.1, 1, 7
BrCCc1ccccc1
→ ., -10, 1, ., 1, 98, 3.1, ., .
C=CCSc1nc2c(c(-c3ccsc3)c1C#N)CN(C)CC2
→ 16, 9, -8, 0, 3, 114, -1.5, 2, -1
COc1ccc(NP(=O)(Oc2ccc(Cl)cc2)Oc2ccc(Cl)cc2)cc1OC
→ 7, 4, 9, -2, -2, 80, 1.9, -2, -4
Cc1ccc(-n2c(O)c(C=NCc3ccccn3)c(=O)[nH]c2=S)cc1
→ -5, -6, 4, 3, -2, 100, -0.5, -5, -5
CCOC(=O)C1C(=O)NC23CCCC2C1c1ccccc1O3 (stereo unspecified)
→ 1, 2, -20, -2, 4, 91, 2.1, 0, -7
Cc1nn(Cc2ccccc2)c(C)c1C(=O)NCc1ccccc1
→ -2, 16, 2, -2, 0, 105, -0.5, -1, 5
CN1CCN(c2nc3c(c(=O)[nH]2)CCC3)CC1
→ -2, -5, 9, 0, -1, 92, 2.7, 1, 0
CCc1ccccc1NC(=O)CSc1nnc([C@@H](N)Cc2c[nH]c3ccccc23)o1
→ -1, -3, 3, 8, -2, 101, 0.5, 2, 3
C/C=C(\C)C(=O)OC1C(C)=C2C(C1OC(=O)CCCCC)C(C)(OC(C)=O)CC(OC(=O)CCC)C1(O)C2OC(=O)C1(C)O (stereo unspecified)
→ 2, 9, 2, 9, 6, 108, 11*, 0, -2
CC(C)Sc1nnc([C@@H](N)Cc2ccccc2)o1
→ -3, 0, -23, -4, 0, 102, -0.9, -3, 3
O=C(Cn1cc(C(=O)c2ccccc2)c2ccccc21)NCc1ccco1
→ 6, -16, -17, -2, -3, 102, -0.2, -3, 3
CC1CC(NC(=O)C2C3CCC(O3)C2C(=O)O)CC(C)(C)C1 (stereo unspecified)
→ 6, 1, -8, -4, 80*, 120, 79*, -2, 1
Nc1ccncc1
→ -3, 17, -6, 2, -2, 108, 1.5, 0, 0
COc1ccc(NC(c2ccccc2)P(=O)(Oc2ccccc2)Oc2ccccc2)cc1 (stereo unspecified)
→ 6, 16, -9, 1, -1, 109, 4.0, 3, 4
CC1CCCN(C(=O)CCl)C1 (stereo unspecified)
→ 2, -11, -15, 7, 1, 78, 4.3, -2, -6
CC[C@@H](C(N)=O)N1CCCC1=O
→ 12, 5, -7, -6, 3, 91, -0.8, -2, 0
CC(NCc1ccc(Cl)cc1)C(O)c1ccccc1 (stereo unspecified)
→ 8, -10, 1, 0, -2, 122, -1.5, 0, -8
Clc1cccc(Cl)c1C1N2CCCN12 (stereo unspecified)
→ 6, -3, -3, -5, -2, 114, 2.6, -3, -9
COC(=O)C1=C(c2ccccc2)C[C@@H]2CC[C@H]1N2C(=O)NCc1ccc(C(F)(F)F)cc1
→ 7, 1, 8, 4, 2, 104, 2.2, -3, 3

A portion of the library; the hit share may differ from the screen's.
